# M18AAP inhibitor: PfM18AAP inhibitors, malaria aminopeptidase, primary screen, biochemical, QFRET, recombinant enzyme; H-Glu-NHMec fluorogenic cleavage; 290,000 compounds, 1.2% hits; inhibition, % at 7.35 µM; M18 aspartyl aminopeptidase (Plasmodium falciparum 3D7);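 active means inhibition above the campaign mean inhibition over all tested compounds plus 3 SD, cut at about 28% in these data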;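 further: 0% = plate median of test compound wells and 100% = 2 mM ZnCl2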
# NALP1 inh: NALP1 inflammasome inhibitors in reconstituted yeast, colorimetric, S. cerevisiae, triplicate retest | inhibition, % at 10 µM | S. cerevisiae NALP1/ASC/caspase-1 growth, X-gal OD620, 72 h | 280,000 compounds, 0.61% hits | AID 2071, 2009; in the data active means inhibition mostly above about 24%, no sharp cut-off; inactive means mostly below about 32%; further: some compounds called inactive have numbers as strong as hits
# DNA FID counter: compounds displacing fluorescent DNA intercalator, primary screen, artefact control for HCV NS3 helicase inhibitor project, biochemical, FID fluorescence; DNA fluorescent intercalator displacement; inhibition, % at 7.9 µM; 290,000 compounds, 0.17% hits; AID 1845, 2009; in the data active means inhibition above about 37%;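 further: 0% = vehicle and 100% = reference compound; higher means more ethidium bromide displaced from hairpin DNA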
# HCV NS3 hel inh: inhibitors of HCV NS3 helicase, primary screen, biochemical, Cy5 molecular beacon fluorescence; Hepatitis C virus NS3 helicase; NS3 helicase DNA unwinding; inhibition, % at 10.9 µM; 290,000 compounds, 0.56% hits; AID 1800, 2009;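 active means inhibition above the mean of all tested compounds plus 3 SD, set per campaign, cut at about 35% in these data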;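 further: 0% = DMSO wells and 100% = thioflavine S control wells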
#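 assay system = NS3 helicase fragment of HCV | buffer or medium = MOPS pH 6.5, MgCl2, DTT, Tween20, BSA | timing = 60 min unwinding reaction at 25 °C after ATP addition | signal = Cy5 beacon fluorescence read at start and 1 h | read-out basis = % inhibition of unwinding | control set = low DMSO, high thioflavine S at 110 µM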
# VIM-2 inhibitor: VIM-2 metallo-beta-lactamase inhibitors, primary screen, biochemical, epi-absorbance readout, Pseudomonas aeruginosa enzyme | purified VIM-2, nitrocefin hydrolysis, epi-absorbance fluorescence | inhibition, % at 5.6 µM | 290,000 compounds, 0.89% hits;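 active means inhibition above the mean of all tested compounds plus 3 SD, cutoff set per screening run, cut at about 7.5% in these data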;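 further: red hydrolysis product quenches plate fluorescence so inhibitors raise well fluorescence; 0% = enzyme with DMSO and 100% = DMSO without enzyme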
# MEKK2 WT-MEK5: modulators of MEK5 binding to wildtype MEKK2, primary screen, biochemical, multiplex bead flow cytometry, Alexa488-MEK5; Mitogen-activated protein kinase kinase kinase 2 (Homo sapiens), Q9Y2U5; Alexa488-MEK5 binding to MEKK2 WT; actives lie on both sides; binding response (% of control), % at 10 µM; 290,000 compounds, 1.1% hits; AID 1531, 2009; in the data active means binding response below about 67% or above about 130%
# IMP-1 inhibitor: IMP-1 metallo-beta-lactamase inhibitors, primary screen, biochemical, epi-absorbance readout, Pseudomonas aeruginosa enzyme | metallo-beta-lactamase IMP-1 (Pseudomonas aeruginosa) | purified IMP-1, nitrocefin hydrolysis, epi-absorbance fluorescence | inhibition, % at 5.6 µM | 290,000 compounds, 0.45% hits | AID 1556, 2009;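 active means inhibition above the mean plus 3 SD of all compounds in the same screening run, cut at about 4.5% in these data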;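 further: 0% = IMP-1 with DMSO and 100% = DMSO wells lacking enzyme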
#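 System: purified IMP-1; amount: IMP-1 0.2 nM before substrate addition; compound: single dose, 5.6 µM; times: 25 °C, 15 min preincubation, 25 min reaction; signal: Epi-absorbance via hydrolysed-nitrocefin quenching of white-plate fluorescence, 480/530 nm, EDTA stop; benchmarks: DMSO with and without IMP-1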
# UBC9 SUMO inh: inhibitors of in vitro SUMOylation cascade, primary screen, biochemical, HTRF, uHTS | HTRF SUMOylation assay, SAE1/SAE2 + UBC9 | SUMO-conjugating enzyme UBC9 (Homo sapiens), P63279 | 290,000 compounds, 0.36% hits | inhibition, % at 35 µM; in the data active means inhibition above about 50%, passing the limit was not always enough; further: strong numbers were not always called active
# Target sequence (P63279 whole entry, looked up): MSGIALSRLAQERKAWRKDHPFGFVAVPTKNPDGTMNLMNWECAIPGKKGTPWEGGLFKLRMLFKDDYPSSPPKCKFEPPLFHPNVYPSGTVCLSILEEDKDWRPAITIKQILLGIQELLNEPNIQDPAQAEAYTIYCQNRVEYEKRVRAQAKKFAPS
# MEKK2mut PB1 HTS: MEK5 binding signal on mutant MEKK2 PB1, primary screen, biochemical, multiplex bead flow cytometry, Alexa488-MEK5; 290,000 compounds, 0.35% hits; Alexa488-MEK5 binding to MEKK2 mutant; percent response, % at 10 µM; in the data active means percent response above about 24%, passing the limit was not always enough; further: inactives centre near 1; some results filed as inactive read as strong as hits
# The depositor's hits bear a star; . = no result given; [ ] = remark or other dose.
canonical_smiles	IMP-1 inhibitor	NALP1 inh	UBC9 SUMO inh	VIM-2 inhibitor	HCV NS3 hel inh	M18AAP inhibitor	DNA FID counter	MEKK2mut PB1 HTS	MEKK2 WT-MEK5
O=C1C2CC=CCC2C(=O)N1n1cnnc1 (stereo not drawn)	-0.6	3.7	19.2	0.3	4.7	3.0	-2.1	-1.0	106.0
COc1cccc(CN2CCC(C(=O)Nc3ccc(-c4cccc(C)c4)cc3)CC2)c1O	-3.3	15.9	-12.4	-0.7	-46.4	12.5	14.3	22.0	133.0
CCCSc1nnc(Cn2c(=O)sc3ccccc32)n1C	-3.0	-49.1	5.9	0.5	-1.4	-0.3	5.0	4.0	105.0
CS(=O)(=O)N1CCN(C(=O)Cc2ccccc2)CC1	-2.5	-10.4	21.3	-2.4	-1.5	1.1	-0.4	7.0	102.0
O=S(=O)(NC1CC2CCC1C2)c1ccc2c(c1)OCCO2 (stereo not drawn)	-1.4	16.1	18.0	-2.6	6.0	-1.6	-9.4	-26.0	3.0*[inhibitor]
CC(C)CNC(=O)CSc1nnc2ccccn12	-3.0	6.8	4.5	-3.4	-8.1	-3.2	5.1	-4.0	77.0
O=C(O)CC/C(=N/NC(=O)c1cn(-c2ccccc2)nc1-c1ccccc1)C(=O)O	-2.0	28.6	0.8	-4.5	-3.4	2.6	-7.8	3.0	110.0
CCCC(=O)N(Cc1cc(=O)[nH]c2ccccc12)c1ccccc1OC	-3.5	12.5	-0.8	-3.1	-2.5	-3.8	-37.3	8.0	103.0
C=CCn1c(CCNC(=O)c2ccccc2F)nnc1SCc1nc2ccccc2c(=O)[nH]1	-2.2	1.7	11.8	-0.9	0.3	-2.7	-26.1	1.0	103.0
Cc1ccc(NC(=O)CCC(=O)OCCCC(F)(F)C(F)(F)F)cc1	-1.9	-8.3	-17.0	1.2	-13.9	4.7	-11.6	-2.0	95.0
Nn1c(Cc2ccc(Br)cc2)n[nH]c1=S	-4.8	-41.3	7.7	-5.6	-8.3	19.0	-7.0	0.0	99.0
Cc1cc(C)c(S(=O)(=O)Nc2ccc3c(c2)CCC3)c(C)c1	-3.4	25.2	-26.9	-0.9	-13.4	-0.7	-5.3	-1.0	103.0
O=C(Cn1cc(S(=O)(=O)Cc2cccc([N+](=O)[O-])c2)c2ccccc21)N1CCOCC1	-1.7	-1.1	-5.0	-2.4	-4.6	4.7	-11.1	4.0	106.0
Cc1ccc2c(c1)sc1ncc(NC(=O)c3ccccc3)c(=O)n12	0.8	.	.	-2.9	14.4	-1.3	0.1	.	.
O=C(CNS(=O)(=O)c1ccc(Br)s1)N1CCCC1	-2.7	13.5	-0.6	-1.3	-2.0	-6.4	-5.3	8.0	109.0
Cc1ccc(C2Nc3ccccc3NC3=C2C(=O)CC(C)(C)C3)c(O)c1 (stereo not drawn)	0.0	8.6	24.7	0.4	-1.6	6.3	-7.8	0.0	99.0
CCC(CO)NCC(O)COCc1ccc2c(c1)OCO2 (stereo not drawn)	-1.3	-2.6	5.3	-2.3	1.4	-11.6	-0.5	-2.0	103.0
O=C(CC1(CC2=NS(=O)(=O)c3ccccc3N2)CCCC1)NCCc1ccccc1	-4.3	28.0	0.4	-3.6	-7.2	3.9	-41.2	7.0	107.0
N#Cc1cc2ccccc2nc1SCc1cccnc1	-2.0	15.2	6.5	0.2	0.3	-0.7	-2.5	5.0	103.0
O=C(O)c1cc(NC(=O)C2CCCO2)cc(NC(=O)C2CCCO2)c1 (stereo not drawn)	0.5	9.2	6.7	0.7	-7.5	-10.8	-0.5	7.0	103.0
O=C(Nc1ccccc1C(=O)O)c1cccc(NC(=O)c2ccccc2Cl)c1	-2.7	7.8	16.8	-2.3	11.2	-0.1	-23.3	3.0	101.0
CCOC(=O)Cc1csc(NC(=O)c2c(-c3ccccc3)noc2C)n1	-6.2	12.7	12.2	-0.8	4.1	4.6	-19.3	3.0	102.0
COc1cc(/C=C2\S/C(=N/S(=O)(=O)c3ccccc3)NC2=O)c([N+](=O)[O-])cc1OC	-2.8	6.0	30.0	4.2	10.8	10.5	-9.5	1.0	101.0
NS(=O)(=O)c1ccc(CCNC(=O)CNCCc2ccccc2)cc1	-1.1	14.0	14.8	0.3	-3.6	-0.4	5.2	-6.0	99.0
CCNc1c(NCC)c(=O)c1=O	-2.5	.	11.6	-1.8	-4.7	2.6	-5.8	-4.0	97.0
O=C(C1=C[C@H](C2CC2)C[C@H](OCCCCO)O1)N1CCN(Cc2ccccc2)CC1	0.5	-12.9	21.3	0.4	1.7	-7.1	-31.0	2.0	97.0
COc1cccc(OCCSc2nc(N)cc(N)n2)c1	-0.4	-6.5	-11.9	-2.1	0.1	5.0	-0.2	6.0	104.0
COc1ccccc1CN1CC(C(=O)NCc2nc3ccccc3n2C)CCC1=O (stereo not drawn)	-7.8	9.6	-2.6	-3.4	4.6	-0.3	-34.5	1.0	103.0
Cn1c(SCC(=O)Nc2nc(C(C)(C)C)cs2)nnc1C1CC1	-4.3	5.1	8.3	-4.8	1.5	-13.2	-15.8	0.0	108.0
CCc1c(C)sc(NC(=S)N2CCN(CC)CC2)c1C(=O)OC	-2.1	16.6	9.9	-2.5	-19.1	3.5	-1.4	9.0	118.0
Cc1nnc(Nc2ccccn2)c2ccccc12	-4.1	5.1	-3.3	-0.6	-13.3	3.5	4.8	.	.
O=C(N/N=C\c1cccc(Br)c1)c1ccccc1-n1cccc1	0.9	-1.6	6.9	-0.5	3.2	3.9	-7.7	4.0	108.0
O=C(CC(NS(=O)(=O)c1ccc(Cl)cc1)c1ccco1)NC1CCCC1 (stereo not drawn)	-0.8	4.0	-3.7	-5.3	4.5	1.5	-11.3	-1.0	101.0
CC(=O)N1CCCN(C(=O)c2ccc3nc(Cc4cccc(Cl)c4)oc3c2)CC1	-0.2	10.6	19.0	-0.7	-6.8	-3.9	-36.8	3.0	100.0
O=C(Nc1nnc(SCc2ccccc2)s1)c1ccco1	-1.1	11.2	22.3	0.7	-3.0	-9.2	-2.6	2.0	106.0
O=C(NC1CCCCC1)n1c(=O)oc2cc(S(=O)(=O)N3CCCCC3)ccc21	-1.8	13.0	1.9	-1.7	1.9	-3.6	-0.5	1.0	102.0
CCc1cc(CN2CCOCC2)c(NC(=O)c2ccccc2)s1	0.0	-3.3	12.1	-0.5	12.5	-9.7	-3.5	-6.0	94.0
CCc1nonc1NC(=O)c1oc2ccc(F)cc2c1C	-1.0	2.0	5.8	-2.3	1.8	10.2	-3.2	4.0	110.0
O=C(Nc1ccncc1)c1ccc(Br)cc1	-0.4	10.0	16.9	1.5	3.9	-10.2	2.1	0.0	104.0
CC(C)(C)NC(=O)NC(=O)COC(=O)c1cc[n+]([O-])cc1	-5.0	-6.3	0.3	-5.1	4.7	3.1	0.5	-2.0	95.0
Cc1ccc(-n2nc(C)c(=O)c(-c3ccccc3)c2NC(=O)c2cccs2)cc1	-3.0	.	16.3	-1.0	10.7	-2.5	-15.5	3.0	104.0
COc1cc2c(cc1OC)C(c1cccc(C)c1)CC(=O)N2 (stereo not drawn)	-2.8	44.5*	11.7	-5.3	2.8	-3.5	-2.2	2.0	97.0
COc1cccc(N2C(=O)C(O)=C(C(C)=O)C2c2ccc(OC)c(OC)c2)c1 (stereo not drawn)	-4.7	45.4	16.1	-0.1	13.3	4.7	-9.5	-12.0	86.0
O=c1oc(-c2ccccc2NS(=O)(=O)c2ccccc2)nc2ccccc12	1.2	5.5	32.3	-1.0	1.9	-0.2	-27.0	5.0	101.0
Cc1cccc(C)c1OCC(O)CNC(C)c1ccccc1 (stereo not drawn)	-1.9	11.6	8.3	0.8	-16.5	-8.3	11.7	12.0	120.0
CCOC(=O)[C@@H]1[C@H]2COc3cc(OC)ccc3[C@@H]2N2C(=O)N(c3cccc(F)c3)C(=O)[C@]12C	-0.2	5.4	1.8	0.1	-2.9	-8.4	-36.0	-3.0	101.0
Cc1ccccc1OCCCC(=O)Nc1ccc2c(c1)OCO2	-6.6	.	3.7	-5.4	-9.3	-1.2	-9.8	7.0	101.0
O=C(NCCCN1CCOCC1)c1ccccc1NS(=O)(=O)c1ccc(F)cc1	-2.4	-1.5	9.2	-1.7	-8.7	-12.8	2.5	6.0	107.0
Cc1ccc(C(=O)Nc2nnc(-c3ccncc3)s2)o1	-5.5	2.3	12.9	-1.1	11.7	4.7	6.5	1.0	97.0
CCCC1(C(=O)OCC)NC(c2ccco2)C2C(=O)N(C)C(=O)C21 (stereo not drawn)	-1.0	-3.5	6.6	0.0	7.4	-7.4	1.4	-1.0	98.0

# The list goes on.
canonical_smiles	IMP-1 inhibitor	NALP1 inh	UBC9 SUMO inh	VIM-2 inhibitor	HCV NS3 hel inh	M18AAP inhibitor	DNA FID counter	MEKK2mut PB1 HTS	MEKK2 WT-MEK5
Cc1cc(C(=O)N/N=C/c2cccn2C)n[nH]1	-1.5	21.6	-0.7	-4.0	11.3	1.1	0.4	3.0	108.0
CCN1CCN(CCNC(=O)C2CCN(Cc3nc(-c4ccc(Cl)cc4)oc3C)CC2)CC1	-2.4	0.6	12.0	0.4	-3.2	0.1	20.2	.	.
CC(=O)n1cc(C(C[N+](=O)[O-])SCCN)c2ccccc21 (stereo not drawn)	-2.3	6.6	19.2	0.2	-9.2	3.6	0.4	1.0	102.0
Cc1ccc(S(=O)(=O)CC(=O)N2CCOCC2)cc1	-2.4	-2.0	3.3	-3.0	0.4	3.4	-1.8	-8.0	90.0
O=C(COC(=O)CCC(=O)c1ccc(F)cc1)Nc1cccc(S(=O)(=O)N2CCCC2)c1	-3.6	.	-27.1	-1.9	-3.5	-3.5	-27.2	4.0	113.0
COC(=O)c1ccc(CNC(=O)CN(CCC(C)C)S(=O)(=O)c2ccc3c(c2)OCCO3)cc1	-5.0	27.9	0.8	-1.4	-0.1	-0.2	-16.0	-1.0	104.0

# In the list so far, these contain a tert-butyl group:
canonical_smiles	IMP-1 inhibitor	NALP1 inh	UBC9 SUMO inh	VIM-2 inhibitor	HCV NS3 hel inh	M18AAP inhibitor	DNA FID counter	MEKK2mut PB1 HTS	MEKK2 WT-MEK5
Cn1c(SCC(=O)Nc2nc(C(C)(C)C)cs2)nnc1C1CC1	-4.3	5.1	8.3	-4.8	1.5	-13.2	-15.8	0.0	108.0
CC(C)(C)NC(=O)NC(=O)COC(=O)c1cc[n+]([O-])cc1	-5.0	-6.3	0.3	-5.1	4.7	3.1	0.5	-2.0	95.0

# Screening data (PubChem BioAssay)
